CRE Fsk mod – alters forskolin-stimulated CRE reporter signaling in CHO cells; CHO CRE-bla reporter (cAMP response element driving beta-lactamase), forskolin EC10, beta-lactamase ratio; 71,000 tested, 2.5% active; Potency, µM (titrated, usually from 38.2 µM), without a hit: top-dose activity change, negative = inhibition, usual class: activators; active = well fitted activation curve with a large enough effect in the signal ratio, with a control signal flat, not every such curve was filed as active; inconclusive = small, poorly fitted or top-dose-only effect, or effect the other way, or a change in a side signal; the % refers to the signal ratio; also: potency is read from the fitted curve at half-maximal effect; % of control where 0% means no effect
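Cells were plated overnight at 37 °C, exposed to compound titrations plus EC10 NKH 477 for 3 h, then given CCF4 dye for 2 h at room temperature. Blue/green (460/530 nm) ratio was converted to %Activity and AC50 values calculated.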
Tau filament bind – binds recombinant human tau filaments | 71,000 tested, 2% active | P10636 | recombinant tau filaments, thioflavin S fluorescence, 15 h; filaments grown with octadecylsulfate alongside compound | Potency, µM (series often up to 57.1 µM), for inactives: at the top dose activity change, negative = inhibition;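 also: potency is read from the fitted curve at half-maximal effect; % is scaled to controls: 0 for no effect and ±100 for the full control effect; actives lower thioflavin S fluorescence by blocking filaments or displacing dye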
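ThS-based fibril read: tau 1 uM final, inducer ODS 30 uM final, 37 C for 15 h, ex 450/em 510 nm.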
Casp7 inh – allosteric or competitive inhibitors of human caspase-7; AID 889; 75,000 tested, 0.02% active; recombinant caspase-7, Ac-DEVD-AFC fluorescence rate; Potency, µM (top dose mostly 57.5 µM), for inactives: at the highest dose activity change, negative = inhibition, hits mostly inhibitors; P55210; active = well fitted inhibition curve with a large enough effect in the main read-out, with a control signal flat, not every such curve was filed as active; inconclusive = small, poorly fitted or top-dose-only effect, or a change in a side signal; also: potency is read from the fitted curve at half-maximal effect; % of control where 0% means no effect
HEK293 cAMP ctrl – counter-screen for TSHR agonists: cAMP increase in parental HEK293 | 73,000 tested, 2.5% active | Potency, µM (top dose mostly 57.1 µM), inactives show top-dose activation, usual class: activators | parental HEK293 CNG cAMP sensor, membrane potential fluorescence; also: potency is read from the fitted curve at half-maximal effect; % of control where 0% means no effect; nearly all actives have a fitted effect of over 55% in size
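Counterscreen for endogenous-receptor signalling: CNG-channel HEK 293 cells report cAMP rise by membrane depolarization. After 60 min dye equilibration with 100 uM RO 20-1724, compounds incubated 30 min before bottom-read fluorescence at 590 nm.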
Casp1 inh – allosteric or competitive inhibitors of human caspase-1 | 75,000 tested, 0.03% active | Potency, µM (highest dose often 57.5 µM), inactives show at the top dose activity change, negative = inhibition, hits mostly inhibitors | AID 900 | Caspase-1 enzyme, Ac-WEHD-AFC fluorogenic rate;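 also: potency is read from the fitted curve at half-maximal effect; plate controls were vehicle for no effect and no substrate for full effect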
BRCT inh red – inhibitors of human BRCA1 BRCT-phosphoprotein interaction (red fluorophore). BRCT-phosphopeptide binding, red fluorescence polarization. Potency, µM (highest dose often 76.9 µM), for the others: at the highest dose activity change, negative = inhibition, hits mostly inhibitors. 75,000 tested, 0.03% active; also: % is scaled to controls: 0 for no effect and ±100 for the full control effect
Target sequence (P38398 whole entry, looked up): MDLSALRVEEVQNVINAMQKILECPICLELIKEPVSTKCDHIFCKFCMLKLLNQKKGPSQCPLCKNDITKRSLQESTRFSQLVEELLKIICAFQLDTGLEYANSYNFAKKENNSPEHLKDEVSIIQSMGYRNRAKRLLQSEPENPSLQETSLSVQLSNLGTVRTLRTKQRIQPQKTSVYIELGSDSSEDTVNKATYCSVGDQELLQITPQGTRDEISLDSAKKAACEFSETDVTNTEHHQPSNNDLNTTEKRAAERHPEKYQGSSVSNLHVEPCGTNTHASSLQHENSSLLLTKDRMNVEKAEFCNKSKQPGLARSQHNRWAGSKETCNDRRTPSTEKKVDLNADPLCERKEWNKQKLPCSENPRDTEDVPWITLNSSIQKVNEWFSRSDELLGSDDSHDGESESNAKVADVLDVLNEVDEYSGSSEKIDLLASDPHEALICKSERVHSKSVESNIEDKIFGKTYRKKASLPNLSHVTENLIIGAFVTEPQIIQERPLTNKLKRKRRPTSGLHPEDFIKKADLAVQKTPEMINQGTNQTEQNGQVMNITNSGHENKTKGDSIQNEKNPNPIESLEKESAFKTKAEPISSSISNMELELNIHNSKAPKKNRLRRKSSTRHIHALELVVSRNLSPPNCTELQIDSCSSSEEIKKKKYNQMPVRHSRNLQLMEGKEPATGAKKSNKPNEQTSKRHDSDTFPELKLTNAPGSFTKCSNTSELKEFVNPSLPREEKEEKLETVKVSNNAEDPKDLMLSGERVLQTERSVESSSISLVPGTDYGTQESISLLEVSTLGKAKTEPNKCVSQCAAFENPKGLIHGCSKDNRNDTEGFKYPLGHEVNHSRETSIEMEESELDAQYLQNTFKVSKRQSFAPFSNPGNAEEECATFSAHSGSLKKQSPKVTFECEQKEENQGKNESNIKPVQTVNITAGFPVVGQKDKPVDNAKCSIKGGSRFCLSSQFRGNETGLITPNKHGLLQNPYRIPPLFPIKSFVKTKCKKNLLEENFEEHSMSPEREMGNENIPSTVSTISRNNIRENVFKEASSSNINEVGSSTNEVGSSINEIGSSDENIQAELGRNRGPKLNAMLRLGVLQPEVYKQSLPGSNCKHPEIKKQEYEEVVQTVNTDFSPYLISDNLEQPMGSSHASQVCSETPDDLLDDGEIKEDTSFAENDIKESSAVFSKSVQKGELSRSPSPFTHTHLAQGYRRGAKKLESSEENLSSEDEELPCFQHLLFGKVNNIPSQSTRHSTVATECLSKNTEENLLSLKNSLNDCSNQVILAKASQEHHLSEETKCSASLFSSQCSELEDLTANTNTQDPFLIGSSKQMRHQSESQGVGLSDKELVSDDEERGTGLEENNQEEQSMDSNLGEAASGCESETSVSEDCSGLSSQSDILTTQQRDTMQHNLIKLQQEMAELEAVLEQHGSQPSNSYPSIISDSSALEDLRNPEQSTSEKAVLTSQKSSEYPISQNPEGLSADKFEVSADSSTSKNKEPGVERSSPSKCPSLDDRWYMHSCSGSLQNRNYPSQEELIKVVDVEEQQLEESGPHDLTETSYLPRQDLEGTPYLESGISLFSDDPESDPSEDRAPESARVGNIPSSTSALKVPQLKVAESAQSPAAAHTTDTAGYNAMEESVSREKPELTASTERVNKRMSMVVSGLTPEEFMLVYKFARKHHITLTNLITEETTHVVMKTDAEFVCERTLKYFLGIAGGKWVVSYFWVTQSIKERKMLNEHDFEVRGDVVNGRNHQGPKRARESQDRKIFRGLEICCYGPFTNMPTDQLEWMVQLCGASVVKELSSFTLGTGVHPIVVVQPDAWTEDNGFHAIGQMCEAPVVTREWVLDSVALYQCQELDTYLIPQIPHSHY
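Rhodamine-labelled pBACH1 10-mer (100 nM) bound to BRCT domain (100 nM) at pH 7.3; compounds incubated 12 min room temperature, polarization read. Free peptide defines full inhibition; unlabelled decapeptide titrated as control.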
USP2a inhib – blocks human ubiquitin-specific protease USP2a; O75604; USP2a enzymatic assay, qHTS inhibition; Potency, µM (doses to about 38.3 µM), for the others: at the highest dose activity change, negative = inhibition, usual class: inhibitors; 60,000 tested, 0.1% active; AID 927;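 also: potency is read from the fitted curve at half-maximal effect; nearly all actives have a fitted effect of over 60% in size; plate controls were DMSO for no effect and NEM full inhibition control for full effect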
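USP2 core (20 nM final) was preincubated with compound for 30 min at RT in 20 mM Tris-HCl pH 8.0, 2 mM CaCl2, 2 mM beta-mercaptoethanol; Ub-PLA2 (20 nM) plus NBD C6-HPC (20 uM) then added, fluorescence read after 2.5 h.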
ERK AVP block – blocks ERK signaling stimulated by vasopressin; HEK293-V1b, vasopressin-stimulated pERK AlphaScreen; Potency, µM (doses to about 57.5 µM), for the others: at the top dose activity, negative = inhibition, actives largely listed as inhibitors; 72,000 tested, 0.99% active; AID 995; also: potency is read from the fitted curve at half-maximal effect; % is scaled to controls: 0 for no effect and ±100 for the full control effect; nearly all actives have a fitted effect of over 55% in size
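HEK293 cells stably expressing V1b receptor, seeded overnight in 1% FBS, were treated with compounds for 30 min at 37C, then stimulated 5 min with 25 nM vasopressin; phospho-ERK read by AlphaScreen SureFire after lysis.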
BRCT inh green – blocks human BRCA1 BRCT binding to phosphopeptide, green readout. BRCA1 BRCT-phosphopeptide binding, green fluorescence polarization. P38398. AID 875. 75,000 tested, 0.05% active. Potency, µM (titrated, usually from 76.9 µM), without a hit: at the highest dose activity change, negative = inhibition, actives largely listed as inhibitors;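 also: potency is read from the fitted curve at half-maximal effect; plate controls were peptide without protein for full effect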
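Compounds were incubated for 12 min at room temperature with a complex of 100 nM fluorescein-tagged pBACH1 decapeptide and 250 nM His-tagged BRCT protein. Buffer was phosphate pH 7.3 with EDTA, DTT and Tween 20. Disruption of binding lowers the polarization signal.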
FLuc inh – blocks Photinus pyralis firefly luciferase activity; Potency, µM (top dose mostly 57.1 µM), without a hit: top-dose activity change, negative = inhibition, actives largely listed as inhibitors; AID 411; P08659; purified firefly luciferase, luminescence, 8 min; 72,000 tested, 2.2% active; also: potency is read from the fitted curve at half-maximal effect; % is scaled to controls: 0 for no effect and ±100 for the full control effect; nearly all actives have a fitted effect of over 40% in size
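Substrate buffer containing 10 uM ATP (pH 7.2 imidazole, Mg2+, KCl, detergent, BSA) is dispensed, compound pinned in, then luciferase/luciferin detector mix added. After 8 min at ambient temperature, light output is measured.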
A350 autofl – compounds fluorescent in Alexa 350 spectral region. max dye-equivalent concentration, M. Compound autofluorescence, 340/450 nm, Alexa 350 dye-equivalents; stronger effect = higher value. AID 590. 59,000 tested, 11% active; in the data active = max dye-equivalent concentration above about 10 nM; inconclusive = mostly about 1.1 nM to 9.6 nM
* marks the source's active call; other numbers are inactive results; i = inactive; ? = inconclusive; nt = no result given; [ ] = remark or other dose. Unless noted, calls follow the shape of the dose curve; as a rule, active = well fitted curve in the direction sought with a large enough effect; inconclusive = small, poorly fitted or top-dose-only effect, or another doubt; inactive = no such curve, though single readings can be large; an effect the other way counts as inactive or inconclusive.

SMILES	CRE Fsk mod	Tau filament bind	Casp7 inh	HEK293 cAMP ctrl	Casp1 inh	BRCT inh red	USP2a inhib	ERK AVP block	BRCT inh green	FLuc inh	A350 autofl
CC(NC(=O)CSc1ncnc2nc[nH]c12)c1ccccc1 (stereo unspecified)	?	0.4%[11.4 µM]	-1.2%	5.8%[11.4 µM]	-0.4%	-1.0%	-4.4%[7.66 µM]	-7.2%	-2.0%	1.3%	nt
Cc1noc(C)c1COc1ccc(C(=O)OCC(=O)c2ccc3c(c2)OCCO3)cc1	-8.2%	-6.7%	1.5%	?	0.6%	-1.1%	14.4%	?	-0.1%	-1.6%	i
COc1cc(OC)c(C(=O)CCCCN2CCC3(CC2)NC(=O)NC3=O)cc1NS(=O)(=O)c1ccc(C(F)(F)F)cc1	?	?	0.7%	6.9%	-0.8%	2.5%	nt	-4.1%	0.8%	0.8%	nt
O=C(OCC(=O)N1CCN(C(=O)c2ccco2)CC1)c1ccccc1C(=O)c1ccc(Cl)cc1	-13.1%	0.6%	-2.6%	7.9%	0.1%	1.5%	29.7%	-29.7%	-1.7%	0.2%	i
Cc1cc(NC(=O)c2noc3c2CCCC3)nn1Cc1ccc(Cl)cc1	?	3.4%	-2.3%	?	-2.0%	-1.1%	15.8%	14.0%	0.8%	-2.6%	i
CCOC(=O)C1=C(C)OC(N)=C(C#N)C1c1cc2c(cc1Br)OCO2 (stereo unspecified)	5.0%	22.9%	-19.3%	22.0%	?	-1.0%	12.0%	12.9%	-0.2%	-0.8%	?
Cc1c(C(=O)Nc2ccncc2)sc2nc(-c3ccccc3)cn12	19.8%	216.5%	-7.3%	?	-7.5%	1.5%	nt	nt	-6.9%	-3.9%	nt
CCOC(=O)N1CCC(NC(=O)C2CCN(C(=O)N3CCOc4ccccc43)CC2)CC1	-7.3%	-3.0%	-0.3%	8.2%	-0.4%	-1.1%	6.2%	1.1%	-0.2%	0.9%	i
CC1=CC(=O)CC(C)(C)C1(O)/C=C/C(C)=C\C(=O)O (stereo unspecified)	0.2%	-13.9%	3.6%	-23.7%	-3.6%	0.8%	-10.5%	1.5%	-2.4%	nt	nt
O=C1CSC(=Nc2cc(Cl)ccc2Cl)N1	-3.3%	2.2%	-0.8%	9.3%	-1.3%	0.6%	-3.1%	-1.4%	-0.9%	2.2%	i
Cc1cc(C)c2c(n1)SCC(=O)N2CC(=O)NCCC1=CCCCC1	-4.8%	-0.2%	-1.2%	7.0%	-2.0%	0.3%	nt	-5.4%	-0.1%	1.4%	nt
O=C(NCCCN1CCOCC1)c1cc(-c2ccc(Cl)cc2)on1	?	11.2%	-0.4%	13.4%	-0.5%	-0.3%	-15.4%	-28.9%	-2.4%	-4.1%	i
COc1ccc(NC(=O)N2CC[C@@]3(CCCN(S(C)(=O)=O)C3)C2)cc1	1.3%	6.7%	-24.2%	12.7%	?	-1.2%	5.7%	29.6%	-10.1%	-0.1%[11.4 µM]	i
COc1ccccc1OCCn1c(CO)nc2ccccc21	-9.1%	-6.9%	-1.4%	18.8%	-2.0%	2.0%	10.5%	?	0.7%	-4.0%	i
CC(C)(C)C(=O)/C=C(N)/C=C/c1ccccc1	-10.5%	25.1µM*	-8.2%	?	-1.4%	0.1%	8.5%	3.0%	-1.4%	-17.7%	nt
O=C(Nc1cc(N2CCOCC2)ncn1)Nc1cccc2ccccc12	?	74.6%	-0.8%	-6.6%	-1.3%	-1.4%	45.6%[activator]	-22.2%	-1.1%	-0.4%	?
Cc1ccc(S(=O)(=O)Nc2nncs2)cc1	?	7.3%	-2.5%	3.0%	1.9%	-1.8%	-3.3%	1.8%	-2.5%	-1.6%	i
COC(=O)c1cc(NC(=O)c2c(Cl)nc3sccn23)cc(C(=O)OC)c1	10.3%	7.2%	7.8%	12.6%	2.9%	-0.7%	-7.4%	6.1%	-4.1%	2.6%	i
O=C(O)Cc1[nH]cnc1C(=O)O	16.6%[7.6 µM]	1.0%[11.4 µM]	1.5%[11.5 µM]	4.4%[11.4 µM]	-3.6%[11.5 µM]	-2.8%[15.4 µM]	nt	9.5%[11.5 µM]	-1.0%[15.4 µM]	2.9%[11.4 µM]	i
N=c1sccn1CC(=O)Nc1ccccc1-c1ccccc1	9.9%	-8.6%	0.1%	22.4%	-0.1%	-0.2%	2.4%	-7.4%	0.3%	4.5%	i
O=C(O)c1ccccc1-c1ccc(/C=c2\sc3nc4cc(Br)cnc4n3c2=O)o1	3.2%	19.8%	-24.6%	-0.5%	?	-19.2%	0.2%	-15.6%	45.0%[activator]	1.0%	nt
CCCc1nc(N)c(C#N)c(-c2ccco2)c1CC	7.94µM*	11.0%	-4.2%	?	-3.0%	-0.1%	2.9%	-14.2%	-0.4%	1.5%	5.8e-08M*
CCC1CCCCN1C(=O)Nc1ccc(F)cc1 (stereo unspecified)	-2.9%	7.2%	1.3%	1.7%	-0.3%	-0.7%	0.4%	-21.4%	-3.3%	0.8%	i
CCc1ccccc1O	-5.6%	-8.0%	0.9%	3.1%	3.2%	1.1%	nt	-6.1%	-0.6%	nt	nt
O=C(O)c1cc2c(ccc3ccccc32)[nH]1	-8.4%	-4.3%	-0.3%	8.0%	-1.4%	-2.0%	0.5%	-2.7%	-3.1%	-1.0%	?
Carrying on:
SMILES	CRE Fsk mod	Tau filament bind	Casp7 inh	HEK293 cAMP ctrl	Casp1 inh	BRCT inh red	USP2a inhib	ERK AVP block	BRCT inh green	FLuc inh	A350 autofl
Cc1ccc(C)c(NC(=O)c2ccccc2O)c1	11.8%	-17.0%	0.8%	?	-0.9%	-0.7%	4.9%	5.3%	0.3%	-9.6%	?
CCOC(=O)c1c(NC(=O)c2ccc(Cl)s2)sc(C)c1C	7.3%	25.9%	-6.4%	5.6%	?	0.7%	nt	nt	-0.4%	0.5%	nt
C=NC(C(=O)NC1C(=O)N2C1SC(C)(C)C2C(=O)O)c1ccccc1 (stereo unspecified)	nt	nt	-4.1%	nt	-0.3%	-0.7%	-8.9%	-1.4%	-0.5%[3.08 µM]	nt	nt
C[C@@](N)(C(=O)O)c1ccc(P(=O)(O)O)cc1	?	?	0.0%	5.3%	4.3%	0.7%	nt	-8.6%	2.4%	0.3%	nt
COC(=O)c1ccc(CSCC(=O)Nc2cc(OC)cc(OC)c2)o1	3.5%	-3.6%	-5.2%	2.2%	-1.7%	-0.6%	-2.3%	?	-5.9%	1.1%	i
CC1CCCN(c2nc3c(c(=O)n(C)c(=O)n3C)n2Cc2ccccc2)C1 (stereo unspecified)	10.0%	23.0%	-1.7%	?	-0.1%	0.0%	-7.0%	-28.1%	-1.0%	4.0%	i
O=C(COc1ccc(Cl)cc1)N1CCN(Cc2ccc3c(c2)OCO3)CC1	4.0%[17.1 µM]	0.1%[25.6 µM]	-2.7%	-1.5%[25.6 µM]	-0.8%	-1.2%	-0.3%	-5.3%	-0.3%[3.08 µM]	7.9%[25.5 µM]	i
CCC(=O)Nc1ccc(C(=O)CSc2nnc(CNc3ccc(Cl)cc3)o2)cc1OC	1.1%	211.6%	0.6%	?	-2.3%	-0.3%	72.4%[activator]	-4.3%	-1.9%	-0.3%	i
O=C(NCCCN1CCOCC1)c1ccc(S(=O)(=O)N2CCOCC2)cc1	-1.8%	-0.5%	-1.6%	6.6%	-1.2%	0.1%	-0.2%	-17.9%	-1.7%	4.8%	nt
COCCN1C(=O)C(O)=C(C(C)=O)C1c1ccc(F)cc1 (stereo unspecified)	-2.1%	3.6%	3.4%	5.9%	-1.4%	0.4%	-0.6%	-8.8%	-3.5%	3.2%	i
O=C(Nc1sccc1C(=O)N1CCOCC1)c1cccnc1	5.9%	6.2%	-3.5%	4.0%	-1.2%	-0.3%	-0.4%	-7.2%	-1.5%	4.5%	i
CCCC(C(=O)NC1CCCC1)N(CC1CCCO1)C(=O)c1snc(C(N)=O)c1N (stereo unspecified)	2.8%	-7.6%	-4.1%	?	-5.7%	0.2%	1.5%	13.1%	0.1%	1.4%	1.26e-07M*
Cc1nn(C)c(N)c1C(O)(c1nccn1C)C(F)(F)F (stereo unspecified)	-0.9%	2.9%	7.5%	?	-0.6%	1.4%	-4.4%	0.7%	-0.9%	2.2%	i
O=C(CCn1nc(-c2ccccc2)c2ccccc2c1=O)NCC1CCCO1 (stereo unspecified)	?	1.4%	0.7%	11.4%	-1.0%	-0.3%	9.2%	-26.1%	0.3%	0.6%	i
CCCN1C2CCCC1CC(NC(=O)c1ccccc1OCC)C2 (stereo unspecified)	-6.0%	-0.8%	1.3%	9.7%	-0.5%	-0.5%	-2.4%	5.2%	-2.4%	1.4%	?
CCC1=C2CC[C@H]3C(=O)N(CC)C(=O)[C@H]3[C@H]2[C@@]2(Cc3ccccc3)C(=O)N(CCOC)C(=O)N2C1=O	nt	nt	-3.4%	nt	0.2%	0.0%	nt	13.4%	-2.9%	nt	nt
